# Screening data (PubChem BioAssay)
# West Nile antiviral: inhibition of WNV-induced cytopathic effect – cell-based, CPE readout (AID 1621); CPE inhibition, % at 10 µM; hits with a dose series show IC50 in µM; West Nile virus-infected cells, CPE inhibition; higher % means a stronger effect; actives 0.02% (n = 290,000); in the data active = a potency from the dose series; inconclusive = CPE inhibition mostly from about 3.7% at the one dose, without a potency; inactive = the rest, 99 in 100 with CPE inhibition below about 2.2%; also: strong numbers were not always called active
# WT yeast gro inh: growth inhibition of WT yeast, mitochondrial fusion screen; inhibition, % at 10 µM; AID 1362; mitochondrial fusion phenotypic screen, WT strain; actives 2.1% (n = 190,000); in the data active = inhibition above about 58%; tested in S. cerevisiae
# MgcRacGAP inhibition: MgcRacGAP GTPase-activating activity inhibitors, confirmation, biochemical, ADP Hunter fluorescence | inhibition, % at 30 µM; hits with a dose series show IC50 in µM | MgcRacGAP-stimulated Rac1 GTP hydrolysis, ADP Hunter fluorescence; higher % means a stronger effect; GST-tagged Rac1 F28L mutant substrate | actives 0.6% (n = 340,000);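 active = first-screen hits whose inhibition reached a set limit at any dose in the follow-up dose series; inconclusive = inhibition above the set first-screen limit but never retested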;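 also: fluorescence reports GDP produced by GAP-driven GTP hydrolysis; strong numbers were not always called active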
# SV40 large T antigen: TAg ATPase/helicase activity blockers – biochemical (AID 1903). SV40 large T antigen ATPase/helicase inhibition assay; higher % means a stronger effect. inhibition, % at 20 µM; hits with a dose series show IC50 in µM. actives 0.39% (n = 310,000); in the data active = a potency from the dose series; inconclusive = inhibition mostly from about 32% at the one dose, without a potency; inactive = the rest, 99 in 100 with inhibition below about 32%; also: strong numbers were not always called active
# Myeloid diff MLP: promotes myeloid progenitor differentiation; ER-HoxA9 myeloid progenitors, lysozyme-GFP differentiation, flow cytometry; calls only at 10 µM; actives 1% (n = 360,000); AID 624256;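 active = normalized GFP-positive differentiation at or above the plate's own cutoff, the solvent-only control mean plus 3 SD; inconclusive = no clear call, values can overlap the other calls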;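 also: cells exposed to compound for four days before flow analysis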
# bCat nuc transl: alters nuclear translocation of beta-catenin in HeLa cells; immunofluorescence imaging; nuclear translocation activity, % at 5 µM; actives 0.3% (n = 190,000);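 active = nuclear translocation activity above 50% at 5 µM, with a well cell count of 50 or more; inconclusive = wells under 50 cells across six images, flagged as toxic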;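 also: per-cell ratio of nuclear to cytoplasmic median beta-catenin stain intensity; plate controls were DMSO negative control for no effect and GSK-3 inhibitor IX positive control for full effect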
#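 test system = HeLa cells, endogenous beta-catenin | dosing = single 5 µM dose plus 0.02–20 µM confirmation series | times = compound treatment 24 h, 37°C, 5% CO2 | technique = beta-catenin immunofluorescence imaging with DAPI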
# RSV antiviral HEp-2: inhibition of RSV-induced cytopathic effect – HEp-2 cells, primary 10 µM value included (AID 2391); HEp-2 cells, RSV-induced CPE inhibition; higher % means a stronger effect; CPE inhibition, % at 10 µM; hits with a dose series show IC50 in µM; actives 0.13% (n = 310,000); in the data active = a potency from the dose series; inconclusive = CPE inhibition mostly from about 23% at the one dose, without a potency; inactive = the rest, 99 in 100 with CPE inhibition below about 21%; also: strong numbers were not always called active
# PhoP inhibition: inhibitors of PhoP regulon expression, primary screen, Salmonella Typhimurium, GFP reporter (AID 1863); S. Typhimurium PhoP-regulated promoter GFP reporter, 4 h; higher % means a stronger effect; one-dose inhibition, % at 50 µM; IC50 in µM for titrated hits; actives 0.16% (n = 300,000);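 active = inhibition over 29.93%, a cutoff 3 SD above the screen mean, later confirmed by dose response; inconclusive = inhibition over 29.93% but no dose response follow-up; inactive = inhibition at most 29.93% or unconfirmed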;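 also: 0% = low Mg2+ inducing control and 100% = high Mg2+ repressing control; strong numbers were not always called active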
# T cell modulator: modulates CD8 T cell binding to vesicles; actives 0.068% (n = 330,000); 2C CD8+ T cell-vesicle binding, flow cytometry; active compounds read low; calls only at 7 µM; AID 2052;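 active = response, share of CD8 T cells binding vesicles, and their 90th percentile fluorescence all below set limits, cut at about 80% in these data, passing the limit was not always enough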
#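 Test system: purified 2C TCR transgenic mouse naive CD8+ T cells. Probe or stimulus: QL9-peptide-loaded Drosophila micro-vesicles bearing Ld, ICAM-1 and B7-1. Incubation: binding step 1.5 h, 37 °C, antibody labelling 20 min, ice. Measured by: flow cytometry of vesicle-bound cells.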
# WT yeast gro inh mutant strain: second read-out of WT yeast gro inh, no call of its own (marks repeat the call); inhibition, %; mitochondrial fusion phenotypic screen, mutant strain inhibition
# bCat nuc transl cell count 5 µM: also measured in bCat nuc transl; calls as there; cell count; measured here: cell count, cytotoxicity flag
# T cell modulator vesicle-bound %: also measured in T cell modulator; calls as there; double positive events, %; measured here: CD8+ vesicle-bound cell fraction;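 binding gate set so that unloaded-vesicle control wells show 10% double positive cells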
# Myeloid diff MLP GFP+ MAC1+ %: further read-out of Myeloid diff MLP, marked with its call; GFP+ MAC1+ double positive, %; measured here: differentiation confirmed by MAC1 staining
# An asterisk follows results filed as active; i = inactive; ? = inconclusive; . = no result given.
SMILES,West Nile antiviral,WT yeast gro inh,WT yeast gro inh mutant strain,MgcRacGAP inhibition,SV40 large T antigen,Myeloid diff MLP,Myeloid diff MLP GFP+ MAC1+ %,bCat nuc transl,bCat nuc transl cell count 5 µM,RSV antiviral HEp-2,PhoP inhibition,T cell modulator,T cell modulator vesicle-bound %
CC1(C)CC(NC(=O)c2ccc(Cl)c(Cl)c2)CC(C)(C)N1,0.4%,.,.,14%,4%,i,0.1,.,.,-0.2%,-7%,i,52
CCCCNC(=S)N/N=C/c1sccc1C,-0.6%,11,9,5%,3%,i,0.2,-0.3,1081,1.5%,-3%,i,2
O=C1CCCC(O)=C1C1C2=C(CCCC2=O)Oc2ccccc21 (stereo unspecified),0.1%,-7,-5,4%,3%,i,2.4,-1.3,791,2.0%,17%,i,36
COc1cccc(CNCc2cccc(Br)c2)c1OC,-0.7%,-12,10,24%,5%,i,0.2,-1.7,1147,-1.3%,-5%,i,67
CCCN(CCC)S(=O)(=O)c1ccc(NC(=O)C2CCCO2)cc1 (stereo unspecified),0.1%,4,-8,-3%,4%,i,0.8,-0.4,589,2.3%,2%,i,56
COc1cc2c3c(c1)c(N=NC(N)=S)c(O)n3C(C)(C)C=C2C,-0.2%,.,.,10%,8%,i,0.0,0.2,1404,-2.0%,0%,i,36
CCOC(=O)C(=O)Nc1nnc(Cc2ccc(OC)c(OC)c2)s1,0.2%,-12,2,15%,10%,i,0.9,.,.,0.4%,1%,i,24
OC(CCN1CCCCC1)(c1ccccc1)C1C[C@@H]2C=C[C@H]1C2 (stereo partly specified),.,.,.,1%,3%,i,1.8,.,.,-1.8%,-4%,i,64
COCCNC(=O)C12CC3CC(CC(Cl)(C3)C1)C2,0.6%,.,.,.,23%,i,0.2,0.3,1279,1.4%,-1%,i,23
Cc1nn(C)cc1CNC(=O)/C=C/c1cnn(C)c1,1.1%,-8,-30,-2%,5%,i,0.6,-0.5,542,0.0%,-12%,i,40
COCc1cc(C)nc(SCC(=O)Nc2cc3c(cc2C#N)OCO3)c1C#N,0.2%,.,.,6%,20%,i,0.9,2.3,1433,0.3%,-2%,i,12
O=C(CSc1nnc(Cc2ccccc2)o1)NCCN1C(=O)CSC1=O,0.1%,5,11,3%,5%,i,0.8,-9.3,979,0.6%,-9%,i,31
CC(C)Oc1ccc(/C=C/C(=O)NCC2COc3ccccc3O2)cc1 (stereo unspecified),-0.3%,.,.,-2%,8%,i,1.1,0.6,1268,11%,-11%,i,26
CCCN(CC(=O)Nc1ccccc1C)C(=O)c1ccc(=O)n(Cc2ccccc2)n1,.,.,.,4%,11%,.,.,.,.,0.0%,5%,i,46
CC(=O)c1ccc(-n2c(CCC(=O)O)ccc2-c2ccc(C)cc2)cc1,0.6%,.,.,9%,15%,i,0.2,.,.,4.4%,9%,i,62
COc1cccc(/C=N/NC(=O)c2cccs2)c1,0.1%,.,.,6%,-2%,i,0.5,0.5,1256,1.7%,0%,i,33
COCCOC(=O)c1c(NC(=O)CNc2ccc(C)c(F)c2)sc(C(N)=O)c1C,-0.5%,.,.,15%,8%,i,0.7,-1.4,1166,2.0%,-1%,i,40
O=C(Nc1ccc(N2CCOCC2)nc1)c1cccs1,0.7%,-3,19,5%,11%,i,0.6,-1.9,1088,2.4%,3%,i,39
Cc1cc(=O)[nH]c(SCC(=O)Nc2ccnc3ccccc23)n1,-0.4%,8,6,18%,21%,i,0.1,-1.2,1007,-1.5%,-3%,i,16
COc1ccc2c(c1)c(C(=O)N1CCN(C)CC1)c(C)n2-c1ccccc1,-0.5%,4,7,1%,7%,i,0.5,-2.4,1168,0.3%,-2%,i,50
Cn1c(=O)c2c(nc(Br)n2Cc2ccc3ccccc3c2)n(C)c1=O,-1.5%,2,-33,9%,7%,i,1.4,2.2,1151,2.3%,5%,i,19
CN(C)S(=O)(=O)N(CC(=O)Nc1ccccc1C(F)(F)F)c1ccccc1,0.0%,-8,-17,.,-4%,.,.,-2.0,1175,.,-2%,.,.
CCOc1ccc(-c2nc(C#N)c(N3CCN(CC)CC3)o2)cc1,-1.2%,42,12,8%,-1%,i,2.6,0.1,1142,-1.4%,-4%,i,30
Cc1ccc(-c2cc(C(=O)NCc3ccco3)c3ccccc3n2)o1,0.1%,5,-8,11%,51%,i,0.5,.,.,-1.2%,1%,i,4
CN(CC(=O)Nc1ccc(F)cc1)C(=O)CCc1nc2ccccc2c(=O)[nH]1,.,.,.,-4%,7%,i,0.9,.,.,0.5%,4%,i,14

# Carrying on:
SMILES,West Nile antiviral,WT yeast gro inh,WT yeast gro inh mutant strain,MgcRacGAP inhibition,SV40 large T antigen,Myeloid diff MLP,Myeloid diff MLP GFP+ MAC1+ %,bCat nuc transl,bCat nuc transl cell count 5 µM,RSV antiviral HEp-2,PhoP inhibition,T cell modulator,T cell modulator vesicle-bound %
Cc1ccc[n+](-c2nc([O-])sc2/C=N/Nc2ccc([N+](=O)[O-])cc2)c1,0.1%,.,.,19%,15%,i,0.7,-0.6,1263,2.7%,.,i,28
CCn1c(SCC(=O)Nc2ccccc2)nc2nc3c(cc2c1=O)COC(C)(C)C3,0.2%,.,.,.,11%,.,.,0.9,1316,5.2%,-4%,i,53
O=S(=O)(Cc1ccccc1)Nn1cnnc1,0.8%,9,-2,5%,3%,i,0.7,-0.8,1056,1.0%,-10%,i,30
O=C(c1cc(-c2cccnc2)nc2ccc(Br)cc12)N1CCN(c2ncccn2)CC1,2.1%,3,-1,8%,10%,i,0.3,-7.3,998,0.7%,-3%,i,7
Cn1nnnc1Sc1ncnc2scc(-c3ccc(Cl)cc3)c12,.,.,.,6%,.,i,0.9,.,.,-2.1%,.,i,38
Cc1ccccc1OCc1ccc(C(=O)N2CCOCC2)o1,0.7%,.,.,-5%,9%,i,0.2,.,.,2.3%,1%,i,19
Cn1c(SCCOc2cccc(Cl)c2)nnc1-c1ccncc1,-0.6%,4,5,7%,1%,i,0.3,-0.5,1169,0.3%,2%,i,47
O=C(COC(=O)CSc1ccc(Br)cc1)NCc1ccco1,.,.,.,8%,16%,i,0.3,.,.,-1.8%,-17%,i,47
Cc1cc(C)c(S(=O)(=O)N(C)CC(=O)NCc2ccncc2)c(C)c1,-1.4%,5,-18,4%,-8%,i,0.6,-1.6,1105,1.2%,-1%,i,65
O=[N+]([O-])c1ccc(S(=O)(=O)Nc2nc(-c3ccccc3)cs2)cc1,0.2%,.,.,-3%,23%,i,0.7,.,.,5.5%,6%,i,40
CC(=O)Nc1ccc(-c2nc3c(C)cccc3[nH]2)cc1,0.4%,-4,4,6%,6%,i,0.7,.,.,1.4%,5%,i,26
CCOc1ncccc1C(=O)Nc1ccccc1C(=O)NCc1ccc2c(c1)OCO2,0.7%,-26,-1,3%,9%,i,1.1,3.9,566,1.1%,5%,i,56
CCCNC(=O)c1cccc(Br)c1,0.2%,-14,-21,4%,-6%,i,0.2,-0.8,1052,-0.4%,0%,i,58
CC(C)(C)c1ccc(OCCn2ccccc2=O)cc1,-0.8%,-13,-8,2%,-4%,i,1.0,0.6,1043,3.3%,6%,i,26
Cc1ccc(N2C(S)=C(C#N)C(=O)NC2c2ccco2)cc1 (stereo unspecified),1.4%,-13,2,50%,22%,i,0.5,-1.8,1088,2.1%,-20%,i,9
COC(=O)[C@@]1(Cc2ccc(OC)cc2)[C@@H]2C(=CC(=O)[C@H]2CC(=O)C(=O)N(C)C)CN1C(=O)c1ccccc1,-0.8%,-11,-3,.,20%,.,.,-0.7,510,12%,-1%,i,19
O=C(CCc1ccccc1)NCC(c1ccco1)N1CCc2ccccc21 (stereo unspecified),.,.,.,12%,16%,?,.,.,.,0.8%,-1%,i,54
COc1cc(F)ccc1S(=O)(=O)N1CCN(Cc2ccccc2)CC1,-0.7%,.,.,16%,4%,i,0.6,.,.,0.2%,7%,i,67

# In the list so far, 7 have an aryl methoxy group:
SMILES,West Nile antiviral,WT yeast gro inh,WT yeast gro inh mutant strain,MgcRacGAP inhibition,SV40 large T antigen,Myeloid diff MLP,Myeloid diff MLP GFP+ MAC1+ %,bCat nuc transl,bCat nuc transl cell count 5 µM,RSV antiviral HEp-2,PhoP inhibition,T cell modulator,T cell modulator vesicle-bound %
COc1cccc(CNCc2cccc(Br)c2)c1OC,-0.7%,-12,10,24%,5%,i,0.2,-1.7,1147,-1.3%,-5%,i,67
COc1cc2c3c(c1)c(N=NC(N)=S)c(O)n3C(C)(C)C=C2C,-0.2%,.,.,10%,8%,i,0.0,0.2,1404,-2.0%,0%,i,36
CCOC(=O)C(=O)Nc1nnc(Cc2ccc(OC)c(OC)c2)s1,0.2%,-12,2,15%,10%,i,0.9,.,.,0.4%,1%,i,24
COc1cccc(/C=N/NC(=O)c2cccs2)c1,0.1%,.,.,6%,-2%,i,0.5,0.5,1256,1.7%,0%,i,33
COc1ccc2c(c1)c(C(=O)N1CCN(C)CC1)c(C)n2-c1ccccc1,-0.5%,4,7,1%,7%,i,0.5,-2.4,1168,0.3%,-2%,i,50
COC(=O)[C@@]1(Cc2ccc(OC)cc2)[C@@H]2C(=CC(=O)[C@H]2CC(=O)C(=O)N(C)C)CN1C(=O)c1ccccc1,-0.8%,-11,-3,.,20%,.,.,-0.7,510,12%,-1%,i,19
COc1cc(F)ccc1S(=O)(=O)N1CCN(Cc2ccccc2)CC1,-0.7%,.,.,16%,4%,i,0.6,.,.,0.2%,7%,i,67
